RGS4 block – RGS4 inhibitors, primary screen, cell-based, HEK293 M3R inducible RGS4, calcium flux; B-score at 10 µM; AID 463165, 2010; Fluo-4 calcium flux; hits give high values; triggered by carbachol at its EC20; Regulator of G-protein signaling 4 (Homo sapiens), P49798; hit rate 0.45% among 310,000;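 active means B-score, a plate-corrected calcium signal, over three deviations above library mean, with baseline fluorescence within five deviations of library mean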;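 further: RGS4 expression induced by doxycycline in cells with stable M3 receptor; B-score is computed from the integrated fluorescence ratio over baseline after carbachol; higher B-score means a larger calcium signal and so more RGS4 inhibition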
RGS4 act – RGS4 potentiators or activators, primary screen, cell-based, HEK293 M3R inducible RGS4, calcium flux. hit rate 0.92% among 310,000. B-score at 10 µM. carbachol calcium flux Fluo4; hits give low values;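 active means B-score of the integrated calcium signal more than 4 SD below the library mean, with starting fluorescence not abnormally high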;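 further: negative B-score means reduced calcium response which marks RGS4 activation or potentiation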
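Material: Inducible-RGS4 HEK293 cells carrying M3 receptor; also added: carbachol at ECmax as muscarinic agonist stimulus; incubation: compound preincubation 20 min at room temperature before agonist; signal: Fluo4-AM (2 µM) calcium-flux fluorescence, kinetic read; measure: integrated calcium ratio converted to B score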
DYRK1A inh – rat Dyrk1A kinase inhibitors, primary screen, biochemical, single point, plate reader; AID 504441, 2011; ADP-Glo luminescence, NFATc1 peptide; Dual specificity tyrosine-phosphorylation-regulated kinase 1A (Rattus norvegicus), Q63470; hit rate 0.43% among 310,000; inhibition, % at 12.5 µM; in the data active means inhibition above about 50%;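 further: plate controls were vehicle with enzyme for no effect and no enzyme for full effect; many of its hits are not listed in these tables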
KCNQ1 inh – inhibitors of human KCNQ1 channel, primary screen, cell-based, thallium flux, high-throughput; CHO-K1 KCNQ1, FluxOR thallium flux fluorescence; hits give high values; B-score at 10 µM; hit rate 1.3% among 310,000; AID 2642, 2010;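 active means compounds whose thallium flux B-score, printed positive for inhibition, exceeds three library SD while starting fluorescence stays within three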;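 further: channel opened by potassium depolarization with thallium stimulus after 20 min compound exposure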
Target sequence (P51787 whole entry, looked up): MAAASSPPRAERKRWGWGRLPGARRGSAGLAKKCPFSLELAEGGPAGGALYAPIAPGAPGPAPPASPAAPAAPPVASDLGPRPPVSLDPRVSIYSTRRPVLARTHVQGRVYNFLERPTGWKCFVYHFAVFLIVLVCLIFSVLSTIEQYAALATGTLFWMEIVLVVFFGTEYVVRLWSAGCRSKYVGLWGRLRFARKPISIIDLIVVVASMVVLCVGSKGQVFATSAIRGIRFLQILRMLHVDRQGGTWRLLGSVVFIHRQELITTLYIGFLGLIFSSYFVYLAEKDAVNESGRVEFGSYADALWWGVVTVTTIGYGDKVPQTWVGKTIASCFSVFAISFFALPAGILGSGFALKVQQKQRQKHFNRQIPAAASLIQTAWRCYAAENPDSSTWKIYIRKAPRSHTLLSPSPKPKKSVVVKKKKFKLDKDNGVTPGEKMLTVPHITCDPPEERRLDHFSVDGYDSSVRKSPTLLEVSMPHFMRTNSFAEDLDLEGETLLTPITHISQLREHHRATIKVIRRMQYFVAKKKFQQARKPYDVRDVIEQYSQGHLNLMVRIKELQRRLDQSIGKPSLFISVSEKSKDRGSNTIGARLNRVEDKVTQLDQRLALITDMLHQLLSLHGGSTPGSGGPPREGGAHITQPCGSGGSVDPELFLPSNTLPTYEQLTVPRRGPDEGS
KCNK9 inh – KCNK9 potassium channel inhibitors, primary screen, HEK293 cells, thallium flux; FluxOR thallium flux fluorescence; hits give low values; B-score at 10 µM; hit rate 1.2% among 310,000;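 active means ratio B-score over 3 SD below the library mean, with starting fluorescence within 5 SD of its mean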;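 further: negative B-score means less thallium flux so channel inhibition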
PolyA inhibitor – polyadenylation inhibitors in yeast reporter cells, primary screen, luminescence, S. cerevisiae | S. cerevisiae SKY197-pL101 polyadenylation reporter, beta-gal luminescence; efflux-impaired pdr1/pdr3 knockout yeast; score 100 = 6 SD above DMSO | calls only at 12 µM | hit rate 0.02% among 300,000 | AID 1875, 2009;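 active means lowest replicate activity score at least 50, where 100 means six control SD above control mean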;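 further: yeast exposed to compound for 9 h at 30 °C; higher score means more reporter readthrough which indicates perturbed polyadenylation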
GSK3 alpha inh – blockers of GSK3A enzyme activity – biochemical, luminescence, cell-free homogeneous, HTS, primary screen | hit rate 0.1% among 320,000 | inhibition, % at 10 µM | GSK-3 alpha kinase, ADP-Glo luminescence, 60 min;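 in the data active means inhibition above about 50%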;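 further: GST-tagged GSK-3 alpha with peptide substrate and 25 µM ATP; 0% = DMSO neutral wells and 100% = GW8510 positive control wells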
GSK3B inh – human GSK3beta kinase inhibitors, primary screen, biochemical, cell-free homogeneous, HTS | activity score (negative = inhibition), % at 10 µM | hit rate 0.038% among 300,000 | Glycogen synthase kinase-3 beta (Homo sapiens), P49841 | GST-GSK3beta kinase, ADP-Glo luminescence, 60 min; hits give low values;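 active means more than half of replicate wells score below -50%, meaning over 50% inhibition versus plate controls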;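 further: 0% = median DMSO wells and -100% = median GW8510 positive control wells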
Target sequence (P49841 whole entry, looked up): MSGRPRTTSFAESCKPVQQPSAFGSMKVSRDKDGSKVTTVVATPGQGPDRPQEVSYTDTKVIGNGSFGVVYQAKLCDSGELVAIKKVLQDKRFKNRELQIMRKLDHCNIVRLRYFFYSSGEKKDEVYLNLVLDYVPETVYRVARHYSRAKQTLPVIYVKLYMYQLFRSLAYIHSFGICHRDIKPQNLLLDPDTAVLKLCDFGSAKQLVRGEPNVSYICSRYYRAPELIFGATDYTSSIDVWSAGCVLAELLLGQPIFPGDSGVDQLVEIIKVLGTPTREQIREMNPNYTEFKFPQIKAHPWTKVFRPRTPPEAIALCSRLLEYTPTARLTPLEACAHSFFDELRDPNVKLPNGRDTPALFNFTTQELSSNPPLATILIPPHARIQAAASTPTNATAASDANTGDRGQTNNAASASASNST
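Test system: GST-tagged human GSK3beta kinase, cell-free; evaluation: activity score scaled between in-plate DMSO and GW8510 controls; measured by: ADP-Glo luminescence; incubation: 60 min reaction, RT; benchmarks: DMSO and 20 µM GW8510; reagent: peptide substrate plus 25 µM ATP (final); medium: Tris/MgCl2 kinase buffer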
KCNK3 block – human KCNK3 channel inhibitors, primary screen, CHO cells, FluxOR thallium flux, B-score; Potassium channel subfamily K member 3 (Homo sapiens), O14649; FluxOR fluorescence; hits give low values; B-score at 10 µM; hit rate 0.84% among 340,000; AID 602410, 2012;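 active means B-score under library mean minus 4 SD, starting fluorescence ratio at most library mean plus 5 SD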;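 further: more negative B-score means stronger inhibition of thallium flux through KCNK3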
hERG rescue – hERG rescue from dofetilide block, primary screen, cell-based, CHO-hERG, FluxOR thallium flux, dofetilide IC70 | Voltage-gated inwardly rectifying potassium channel KCNH2 (Homo sapiens), Q12809 | dofetilide IC70 present | activation (rescue from dofetilide block), less the hit threshold, % at 10 µM | hit rate 0.51% among 310,000;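 active means activation above the mean of controls blocked by dofetilide plus 5 SD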;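 further: thallium influx through hERG after potassium depolarization seen as dye fluorescence rise; in these data hits start at about 4.7%; inactives centre near -7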
KCNQ1 act – potentiators or activators of KCNQ1 channel, primary screen, cell-based, thallium flux, high-throughput; AID 2648, 2010; B-score at 10 µM; hit rate 0.35% among 310,000; Potassium voltage-gated channel subfamily KQT member 1 (Homo sapiens), P51787; CHO-K1 KCNQ1, thallium flux FluxOR fluorescence; hits give high values;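 active means fluorescence ratio B-score, a plate-corrected score, at least three library SD, with initial intensity B-score within 5 SD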
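Assay system: stable KCNQ1 CHO-K1 line; medium: assay buffer, equal DMSO in all wells; timing: 90 min dye loading and 20 min compound exposure, both at room temperature; technique: kinetic FluxOR thallium fluorescence, 10-s 1-Hz baseline, 110-s post-stimulus read; read-out basis: B score of baseline-normalized fluorescence ratio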
Numbers without * were called inactive; i = inactive; · = not tested or not shown. The list is partial; count on the stated rates, not on these rows.

SMILES	RGS4 block	RGS4 act	DYRK1A inh	KCNQ1 inh	KCNK9 inh	PolyA inhibitor	GSK3 alpha inh	GSK3B inh	KCNK3 block	hERG rescue	KCNQ1 act
O=C(CCCSc1nc2ccccc2[nH]1)NCc1ccccc1F	i	i	3	i	i	i	2	2	i	-5	i
Cn1cc(CCC(=O)NC2CC(C)(C)Cc3c2cnn3-c2ccc(F)cc2)cn1 (stereo not drawn)	i	i	11	i	i	i	·	-3	i	-9	i
Cc1cc(Cl)c2oc(C(=O)NC(C)c3ccncn3)c(C)c2c1 (stereo not drawn)	i	i	5	i	i	i	0	0	i	-7	i
N#Cc1ccc(CC(C(=O)O)N2Cc3ccccc3C2=O)cc1 (stereo not drawn)	i	i	-1	i	i	i	-2	1	i	-3	i
CCCCNC(=O)CC(NS(=O)(=O)c1ccc(C)cc1)c1ccco1 (stereo not drawn)	i	i	3	i	i	i	-1	-4	i	1	i
N#Cc1cc(S(=O)(=O)c2ccccc2)c(N)[nH]c1=O	i	i	1	i	i	i	-3	1	i	-6	i
Cc1cccc(NC(=O)CSc2nnc(NC(=O)C3CC3)s2)c1C	i	i	-4	i	i	i	0	0	i	-2	i
CCOC(=O)C1=C(COC(=O)/C=C/c2cccc(OC)c2OC)NC(=O)NC1C (stereo not drawn)	i	i	-10	i	i	i	0	1	i	-20	i
COC(=O)c1nn(-c2ccccc2)c(=O)cc1Oc1ccc(Cl)cc1	i	i	-1	i	i	i	1	-2	i	-8	i
COc1ccc(CC(=O)NC2CCN(CC(=O)N3CCCc4ccccc43)CC2)cc1OC	i	i	-1	i	i	i	3	-1	i	-11	i
Cc1c(S(=O)(=O)Nc2cc(Cl)ccc2Cl)c(=O)n(C)c(=O)n1C	i	i	-4	i	i	i	-2	1	i	-12	i
CC(/C=N/Nc1nnc2c(n1)[nH]c1ccccc12)=C\c1ccco1	i	i	3	i	i	i	0	1	i	-1	i
Cc1ccc(Nc2cc(C)c(O)c(C)c2)cc1	i	i	0	i	i	i	2	-1	i	-5	i
Cc1ccc(-c2noc(C3CCCN(C(=O)c4ccc(F)cc4F)C3)n2)cc1 (stereo not drawn)	i	i	7	i	i	i	-1	1	i	-9	i
COc1ccc(N/N=C(/C#N)S(=O)(=O)c2nsc(C)c2C#N)cc1	i	i	5	i	i	i	0	0	i	-5	i
Cc1nnc(SCC(=O)N2CCc3ccccc3C2)s1	i	i	2	i	i	i	1	0	i	-9	i
CSc1ccc(Cl)c(C(=O)NC2CCCC2)c1	i	i	-4	i	i	i	3	1	i	-5	i
O=C(Oc1ccnc2cc(Cl)ccc12)N1CCOCC1	i	i	·	i	i	i	3	0	i	-5	i
Cc1ccc2c(COn3nnc4ccc(S(=O)(=O)N(C)C)cc43)cc(=O)oc2c1C	i	i	·	i	i	·	·	1	·	-2	i
COc1cccc(C(=O)Nc2nnc(S(=O)(=O)N(C)Cc3ccc(F)cc3)s2)c1	i	i	3	i	i	i	-3	-2	i	-5	i
COc1ccc(/C=N/N2CCOCC2)cc1Cn1cc([N+](=O)[O-])cn1	i	i	-2	i	i	i	-3	2	i	-1	i
Cc1ccnc(NS(=O)(=O)c2ccc(NC(=O)C3COc4ccccc4O3)cc2)n1 (stereo not drawn)	i	i	-1	i	i	i	·	7	i	-7	i
CCC(=O)N(Cc1cc(=O)[nH]c2ccccc12)c1ccccc1	i	i	2	i	i	i	·	-1	i	-13	i
C/C(=N\Nc1ccc(S(N)(=O)=O)cc1[N+](=O)[O-])c1cccs1	i	i	-1	i	i	i	1	-4	i	-7	i
Cc1c(C)c2ccc(O[C@@H]3O[C@H](CO)[C@@H](O)[C@H](O)[C@H]3O)c(C)c2oc1=O	i	i	0	i	i	i	6	1	i	0	i
N#C[C@H]1C(O)C(O)c2ccccc2N1C(=O)c1ccccc1 (stereo partly drawn)	i	i	6	i	i	i	-3	-2	i	-5	i
COc1ccccc1CCc1nnc(CCC(=O)NCC(C)Oc2cccnc2)o1 (stereo not drawn)	i	i	2	i	i	i	·	-2	i	-10	i
C/C(=N\NC(=O)c1cc(-c2ccc(C)s2)[nH]n1)c1ccco1	i	i	2	i	i	i	-1	-1	i	-8	i
Cc1nn(C(C)C(=O)O)c(C)c1[N+](=O)[O-] (stereo not drawn)	i	i	-3	i	i	i	-3	0	i	-5	i
O=C(O)c1ccccc1-c1nc2ccccc2[nH]1	i	i	6	i	i	i	-1	0	i	-3	i
COC(=O)Nc1ccc(S(=O)(=O)N2CCCC(C(=O)N3CCCCCC3)C2)cc1 (stereo not drawn)	i	i	-5	i	i	i	-4	4	i	-19	i
O=C(COC(=O)C1CC2C=CC1C2)NCc1ccco1 (stereo not drawn)	i	i	-9	i	i	i	-2	-6	i	-2	i
O=S(=O)(c1ccc(OCC(O)CN2CCN(c3ccc(F)cc3)CC2)cc1)N1CCOCC1 (stereo not drawn)	i	i	2	i	i	i	0	1	i	-4	i
COC(=O)Cn1c(=NC(=O)c2ccc(OC)c(OC)c2)sc2cc(OC)ccc21	i	i	-6	i	i	i	7	1	i	-6	i
O=C(Cn1cccc(C(F)(F)F)c1=O)c1ccc(Cl)cc1	i	i	·	i	i	i	-3	1	i	-1	i
O=C(O)CCC1COc2ccccc2O1 (stereo not drawn)	i	i	-1	i	i	i	-1	2	i	-10	i
O=C(Nc1ccc(C(=O)NCc2ccc(F)cc2)cc1)C1=CSCCO1	i	i	-1	i	i	i	1	-4	i	-10	i
O=[N+]([O-])c1ccc(N2CCN(c3ccccc3F)CC2)nc1	i	i	-5	i	i	i	-1	1	i	-9	i
CCc1ccc(-c2cc3c(=O)n(CC(=O)NCCN4CCCCC4C)nc(C)n3n2)cc1 (stereo not drawn)	i	i	-4	i	i	i	-1	2	i	-12	i
O=C(/C(C=Nc1ccc(Br)cc1)=C(/O)c1ccco1)C(F)(F)F	i	i	0	i	i	i	-4	2	i	-17	i
COc1ccc(-c2nnn(CCC(=O)O)n2)cc1	i	i	-6	i	i	i	0	2	i	-8	i
COc1cc2c(cc1OC)C(c1cccc([N+](=O)[O-])c1)N(C(=O)c1ccccc1C(=O)O)CC2 (stereo not drawn)	i	i	-4	i	i	i	-3	3	i	-6	i
O=[N+]([O-])c1ccc(N2CCCCC2)cc1SCCO	i	i	14	i	i	i	23	2	i	-12	i
COC(=O)c1cc(C#N)c(NCc2ccc(Cl)cc2Cl)nc1C	i	i	-3	i	i	i	-5	6	i	-4	i
Cc1ccc(CCNC(=O)C2CCCN(S(=O)(=O)N3CC(C)CC(C)C3)C2)cc1 (stereo not drawn)	i	i	-1	i	i	i	-3	-2	i	-5	i
CN(C)c1nc(NCc2ccccc2)nc(N/N=C/c2ccccc2F)n1	i	i	·	i	i	i	1	-1	·	-6	i
O=C(Oc1cccc2ccccc12)C1CC1	i	i	·	i	i	i	10	-3	i	-4	i
COc1ccc(-c2ccc(CCC(=O)O)n2NC(N)=O)cc1	i	i	10	i	i	i	1	2	i	-10	i
Cn1ccnc1SCC(=O)c1cc2ccccc2o1	i	i	0	i	i	i	-1	-1	i	-10	i
Cc1nc2cc(N3CCCCC3)c(NC(=O)c3cccnc3)cc2c(=O)n1Cc1ccccc1	i	i	3	i	i	i	-18	-2	i	-10	i
CCc1cc(=O)oc2c(C)c(OCC(=O)NCCN3CCOCC3)ccc12	i	i	-3	i	i	i	-2	0	i	-7	i
CC(=NCc1cccnc1)C1=C(O)c2ccccc2C1=O	i	i	51*	i	i	i	10	-7	i	-5	i
COc1cccc(NC(=O)CN(C)C(=O)c2ccc(COc3ccccc3)cc2)c1	i	i	-1	i	i	i	0	-2	i	-11	i
CC(=O)CSc1cc(C)nc2c(-c3ccccc3)c(C)nn12	i	i	·	i	i	i	-1	2	i	-10	i
CCCCCC1CC(CC#CCN2CCOCC2)C(=O)O1 (stereo not drawn)	i	i	-14	i	i	i	1	3	i	-16	i
O=C(NNC(=O)c1ccccc1O)c1cccc(Br)c1	i	i	·	i	i	i	-1	0	i	-20	i
CC(=O)c1c(N2CCN(C)CC2)nc(=S)n(Cc2ccccc2)c1C	i	i	-2	i	i	i	-4	-1	i	-3	i
O=C(CSc1ncn[nH]1)Nc1nnc(-c2ccccc2)s1	i	i	6	i	i	i	2	0	i	-14	i
CC(C)CN1C(=O)/C(=C/c2ccco2)NC1=S	i	i	3	i	i	i	-2	3	i	-9	i
CCOc1cc(NC(=S)N2CCC(C(N)=O)CC2)c(C(=O)OC)cc1OCC	i	i	·	i	i	i	0	1	i	11*	i
COC(=O)CC1Oc2ccccc2N(Cc2ccccc2)C1=O (stereo not drawn)	i	i	4	i	i	i	-4	0	i	-11	i
CC(C)c1ccc(C2(O)C(=O)Nc3cc(Br)ccc32)c(O)c1 (stereo not drawn)	i	i	1	i	i	i	-3	-1	i	-3	i

Three entries already listed, ordered by the number in GSK3 alpha inh, largest number first.
SMILES	RGS4 block	DYRK1A inh	KCNQ1 inh	KCNK9 inh	PolyA inhibitor	GSK3 alpha inh	GSK3B inh	KCNK3 block
O=[N+]([O-])c1ccc(N2CCCCC2)cc1SCCO	i	14	i	i	i	23	2	i
CCCCCC1CC(CC#CCN2CCOCC2)C(=O)O1 (stereo not drawn)	i	-14	i	i	i	1	3	i
COc1cc2c(cc1OC)C(c1cccc([N+](=O)[O-])c1)N(C(=O)c1ccccc1C(=O)O)CC2 (stereo not drawn)	i	-4	i	i	i	-3	3	i
